D3 antag = blocks the human D3 dopamine receptor. P35462. D3R cells, DiscoveRx beta-arrestin luminescence, antagonist mode; hits give low values. max response, negative = inhibition, %. 360,000 compounds, 2.5% hits. AID 652054; in the data active means max response below about -50%; inconclusive means no clear call, values can overlap the other calls; further: on the % scale 0 is the no-effect control and ±100 the full control effect; mostly tested at two doses, the higher about 12 µM
Target sequence (P35462 whole entry, looked up): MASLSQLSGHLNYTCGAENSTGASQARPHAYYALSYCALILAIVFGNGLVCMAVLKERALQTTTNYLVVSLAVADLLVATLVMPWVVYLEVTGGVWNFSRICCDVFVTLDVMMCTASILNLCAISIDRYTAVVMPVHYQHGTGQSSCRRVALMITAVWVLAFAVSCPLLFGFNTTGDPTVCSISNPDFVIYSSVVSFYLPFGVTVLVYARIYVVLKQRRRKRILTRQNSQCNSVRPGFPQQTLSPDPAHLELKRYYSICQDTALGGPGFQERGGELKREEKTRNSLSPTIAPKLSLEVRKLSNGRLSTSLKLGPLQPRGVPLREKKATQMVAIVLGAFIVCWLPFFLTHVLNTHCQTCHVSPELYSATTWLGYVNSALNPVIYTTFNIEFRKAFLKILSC
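Cells expressing the human receptor were seeded at 1500 cells/well, incubated overnight at 37 degrees C in 5% CO2, then exposed to library compounds with dopamine controls for 90 minutes at 37 degrees C before luminescent detection.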
D3 ag = agonists of human D3 dopamine receptor | 410,000 compounds, 0.58% hits | D3R DiscoveRx beta-arrestin cells, luminescence, 90 min | max activation, %; in the data active means max activation above about 30%; further: 0% is about no effect; mostly tested at two doses, the higher about 12 µM
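Agonist mode: compounds and dopamine controls were applied to plated cells for 90 min at 37 degrees C after an overnight attachment at 1500 cells/well. Luminescent read-out followed 30 - 60 minutes at room temperature with DiscoveRx detection reagent.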
Abeta yeast res = A-beta toxicity reversal in yeast | Potency, µM (top dose mostly 46.1 µM), for the others: top-dose growth rescue, actives largely listed as activators | 410,000 compounds, 0.063% hits | yeast expressing A-beta42, growth rescue, OD600, 48 h; response scale: 0% DMSO, 100% iron-clioquinol control; further: potency means the concentration at half of the fitted maximal effect; nearly all actives have a fitted effect of over 55% in size
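Yeast growth medium received pinned compounds, then yeast cells expressing toxic A-beta were added; plates incubated at 30 C for 48 hr. Growth read as absorbance at 600 nm, normalized to DMSO and equimolar FeCl3 plus clioquinol controls.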
aSyn yeast inh = inhibitors of alpha-synuclein toxicity in yeast. Yeast expressing alpha-synuclein, growth rescue, BacTiter-Glo, 24 h. Potency, µM (doses to about 46.1 µM), inactives show top-dose growth rescue (activation), actives largely listed as activators. 370,000 compounds, 0.14% hits; further: potency means the concentration at half of the fitted maximal effect; % of control where 0% means no effect; nearly all actives have a fitted effect of over 65% in size
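Readout is rescue of growth in alpha-synuclein-expressing yeast, so inhibitors of toxicity appear as activators. Growth after 24 hr at 30 deg C in galactose medium is quantified by luminescence.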
EPAC2 antag = blocks human EPAC2 exchange factor; Potency, µM (doses to about 114 µM), for inactives: at the highest dose activity, negative = inhibition, most hits filed as inhibitors; AID 720708; 360,000 compounds, 0.18% hits; EPAC2 GEF exchange of Rap1B-BODIPY-GDP, fluorescence; further: potency means the concentration at half of the fitted maximal effect; on the % scale 0 is the no-effect control and ±100 the full control effect; nearly all actives have a fitted effect of over 45% in size; many of its hits are not listed in these tables
TDP43 rescue = TDP-43 toxicity inhibition in yeast; TDP-43 expressing yeast growth rescue, BacTiter-Glo, 24 h; Potency, µM (highest dose often 46.1 µM), for the others: at the top dose growth rescue (activation), hits mostly activators; 410,000 compounds, 1.8% hits; AID 652104; further: potency means the concentration at half of the fitted maximal effect; % of control where 0% means no effect; nearly all actives have a fitted effect of over 50% in size
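In this qHTS, compounds that restore growth of yeast expressing TDP-43 appear as activators. Cells (OD600=0.02, galactose medium, raffinose-pregrown) are incubated with compound 24 hr at 30 deg C and growth is quantified by BacTiter-Glo.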
EPAC2 agonist = agonists of human EPAC2 (RAPGEF4) | Q8WZA2 | EPAC2 activation, biochemical qHTS; response scale: 100% = 6.5 mM cAMP response | Potency, µM (top dose mostly 154 µM), for inactives: at the highest dose activation, actives largely listed as activators | 360,000 compounds, 0.079% hits | AID 720711; further: potency means the concentration at half of the fitted maximal effect; nearly all actives have a fitted effect of over 50% in size
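Compounds were added across a concentration range to EPAC2 (100 nM), RAP1B-BODIPY-GDP (250 nM) and GDP (50 uM). After 5 min at room temperature, fluorescence was recorded at 5-min intervals for 30 min.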
FUS suppressor = FUS proteinopathy suppression in yeast | S. cerevisiae FUS-expressing, growth rescue, OD600, 24 h | Potency, µM (series often up to 76.6 µM), for the others: at the highest dose growth rescue (activation), usual class: activators | 390,000 compounds, 0.24% hits;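 further: potency means the concentration at half of the fitted maximal effect; plate controls were DMSO vehicle for no effect and reference control for full effect; nearly all actives have a fitted effect of over 55% in size; some results filed as inactive show a strong effect at the top dose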
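Steps: raffinose overnight preculture; dilution to OD 0.005 in 2% galactose minimal medium; compound addition (concentration series); 24hr at 30C, 99% humidity; absorbance read at 600 nm.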
Numbers without * were called inactive; ? = inconclusive; . = not tested or not shown. Unless noted, the call rests on the fitted dose curve; in most records, active means well fitted curve in the direction sought with a large enough effect; inconclusive means small, poorly fitted or top-dose-only effect, or another doubt; inactive means no such curve, though single readings can be large; an effect the other way counts as inactive or inconclusive. The list is partial; count on the stated rates, not on these rows.

canonical_smiles	D3 antag	D3 ag	Abeta yeast res	aSyn yeast inh	EPAC2 antag	TDP43 rescue	EPAC2 agonist	FUS suppressor
Cc1ccc(S(=O)(=O)NC(=O)NCc2ccco2)cc1	-10	6	4%	9%	3%	-24%	5%	21%
COc1cc(C(=O)NCc2ccccc2Cl)ccc1OCC(=O)N1CCOCC1	18	-1	17%	-3%	5%	10%	6%	-4%
Cc1ccccc1NCc1nnc2n1CCCCC2	-13	-2	11%	1%	3%	-4%	11%	-29%
COc1ccc(C2CC(c3ccc4ccccc4c3OC(C)=O)=NN2C(C)=O)cc1 (stereo not given)	8	8	-6%	3%	-16%	13%	10%	24%
N#Cc1ccccc1OCC(O)CS(=O)(=O)c1ccccc1 (stereo not given)	-9	-5	-8%	2%	-5%	-7%	8%	-18%
COC(CNC(=O)C1CC(=O)N(CCc2ccccc2)C1)OC (stereo not given)	2	-2	0%	-3%	15%	-12%	0%	.
CCOC(=O)c1ccc(N2C(=O)CC(C3CCCO3)C2=O)cc1 (stereo not given)	4	-4	-9%	-1%	5%	-9%	6%	-2%
COc1ccc2c(=O)c(-c3ccccc3)c(C)oc2c1	1	-3	-21%	6%	0%	11µM*	-2%	11%
CCS(=O)(=O)c1ccc(-c2cccc(NC(=O)c3ccco3)c2)nn1	18	6	-2%	4%	1%	12%	-2%	-4%
CC(=O)N(c1ccc(Cl)cc1)c1cn(C(C)=O)c2ccccc12	-2	10	13%	12%	-29%	20µM*	-5%	13%
Cc1cccc(NC(=S)N(Cc2ccc(Br)cc2)Cc2ccc(C(=O)O)cc2)c1	-26	-3	-20%	-2%	-15%	-10%	4%	20%
CCCOc1cccc(C(=O)N(Cc2sccc2C)C2CCS(=O)(=O)C2)c1 (stereo not given)	.	-8	3%	.	.	4%	.	36%
Cc1nc(NC(=O)C(Cl)Cl)sc1C(=O)N(C)C	-5	-3	-7%	4%	2%	-1%	5%	-10%
N#CC1=C(N)Oc2n[nH]c(-c3ccccc3)c2C1c1cccc(OC(=O)N2CCOCC2)c1 (stereo not given)	3	-3	-17%	5%	-11%	14%	-4%	.
COc1cccc(Cn2cnc3c(NS(=O)(=O)c4cc(Cl)ccc4Cl)c(C)c(C)cc32)c1	13	2	25%	14%	-4%	17%	10%	?
COc1ccc(-c2nn(-c3ccccc3)cc2/C=C2/SC(=S)N(CCC(=O)O)C2=O)cc1	-29	-34	-14%	-2%	-13%	-14%	25%	?
COc1ccc(C(=O)N2CC(c3ccc(Cl)cc3)CC2=O)cc1 (stereo not given)	-10	5	6%	-1%	8%	4%	4%	4%
CCc1ccc(NC(=O)NCc2cccnc2)cc1	-3	2	-5%	2%	6%	-8%	11%	3%
N#Cc1c(N2CCCCC2)nc(N)c2c(N)nc3c(c12)CC(c1ccccc1)O3 (stereo not given)	0	1	9%	4%	0%	-5%	3%	40%
Cc1ccc(C(C(=O)NC2CCCCC2)N(C(=O)c2csnn2)c2ccccc2F)o1 (stereo not given)	-15	0	-6%	0%	9%	-1%	-2%	-25%
CC(C)CC1NC(=S)N(Cc2ccccc2)C1=O (stereo not given)	14	0	21%	6%	-9%	26%	-6%	-10%
Cc1ccc(NC(=O)/C=C/c2ccccc2Cl)cc1Cl	.	-11	13%	.	.	?	.	-15%
COc1ccc(S(=O)(=O)N2CCC(C(=O)NCC3CCCO3)CC2)cc1Cl (stereo not given)	-3	-7	-9%	-3%	-13%	-18%	-2%	16%
COc1ccccc1NC(=O)COc1ccc(/C=N/NC(=O)CSCc2cc(C)cc(C)c2)cc1	9	11	-11%	0%	3%	-15%	-1%	-9%
CCCCCOC(=O)C1=C(C)NC(=O)NC1c1ccccc1 (stereo not given)	11	-2	11%	5%	-14%	11%	-2%	12%

Brought forward from above: 2 compounds; new compounds follow.
canonical_smiles	D3 antag	D3 ag	Abeta yeast res	aSyn yeast inh	EPAC2 antag	TDP43 rescue	EPAC2 agonist	FUS suppressor
COc1ccccc1NC(=O)COc1ccc(/C=N/NC(=O)CSCc2cc(C)cc(C)c2)cc1	9	11	-11%	0%	3%	-15%	-1%	-9%
CCCCCOC(=O)C1=C(C)NC(=O)NC1c1ccccc1 (stereo not given)	11	-2	11%	5%	-14%	11%	-2%	12%
O=C(Nc1ccccc1)c1ccc(NC(=O)c2cccs2)cc1	-7	0	-9%	2%	1%	-8%	7%	-6%
Cc1oc(-c2ccccc2Cl)nc1CS(=O)CC(=O)NCc1cccs1 (stereo not given)	-20	4	7%	1%	2%	8%	3%	1%
O=C(O)c1ccccc1C(=O)c1ccc(Oc2ccccc2)cc1	18	7	22%	9%	6%	16%	-2%	12%
Cc1c(NC2(C#N)CCCC2)c(=O)n(-c2ccccc2)n1C	20	2	1%	1%	11%	13%	7%	-22%
Cc1ccc(NC(=O)CN(C)C(=O)Cn2c(=O)oc3ccccc32)cc1	0	-4	6%	2%	-8%	-2%	2%	18%
CCOC(=O)N1CCC(NC(=O)C2CCN(C(=O)N3CCOc4ccccc43)CC2)CC1	8	1	6%	-2%	-2%	4%	3%	-9%
Cc1ccc(NC(=O)C[n+]2ccccc2)cc1[N+](=O)[O-]	-59*	-10	11%	5%	-1%	3%	1%	-4%
COc1ccccc1OCc1ccc(C(=O)NC(C)c2ccccc2)o1 (stereo not given)	-3	3	-20%	9%	-5%	-24%	4%	10%
O=S(=O)(c1ccc(Br)s1)N1CCN(CCOc2ccccc2)CC1	-30	-24	-22%	12%	-1%	-21%	6%	.
Cc1ccoc1C(=O)Nc1cccc2ccccc12	-11	4	-31%	-10%	-1%	-3%	2%	-4%
CC(C)c1nc(N2CCCC2)c(C#N)c2c1CCCC2	0	5	13%	0%	7%	19%	1%	-1%
Cc1cc(C)cc(NC(=O)c2ccc(Cn3nc(C)c(Cl)c3C)o2)c1	66	-2	-28%	3%	-11%	?	13%	?
CCOC(=O)c1ccc2oc(=O)n(Cc3ccccc3)c2c1	.	13	2%	.	.	7.9µM*	.	-26%
COc1ccc(/C=N/NC(=O)c2nnn(-c3nonc3N)c2-c2cccs2)c(OC)c1	-30	-6	-5%	-2%	-6%	-7%	-5%	11%
Cc1ccccc1OCC(=O)N/N=C/c1cccc2cccnc12	1	0	-19%	15%	-22%	20%	12%	14%
CCC(=O)c1c[nH]c(C(=O)NCc2ccccc2OC)c1	8	-6	-6%	0%	-8%	-5%	-2%	-14%
O=C(Nc1cccc(-c2nnn(CC(=O)N3CCc4ccccc4C3)n2)c1)C1CCC1	-19	-6	-8%	7%	-6%	-9%	10%	?
Cc1ccnn1CCSCC(=O)O	13	1	-4%	0%	-2%	-16%	-2%	-24%
CCn1cc(S(=O)(=O)Nc2ncccn2)cn1	2	1	2%	3%	7%	-13%	15%	29%
C#CCN(Cc1ccco1)C(=O)c1cc(COc2cccc3cccnc23)on1	2	1	9%	1%	-3%	4%	6%	-23%
O=C(NNC(=O)C1CCN(c2ncccn2)CC1)c1ccccc1	6	1	-2%	3%	11%	-2%	0%	-4%
COC(=O)CC1C(=O)NCCN1C(=S)Nc1cccc(C(F)(F)F)c1 (stereo not given)	3	1	-9%	-9%	5%	14%	4%	-16%
Cc1ccc(CCNC(=O)C(NS(=O)(=O)c2ccc3c(c2)oc(=O)n3C)C(C)C)cc1 (stereo not given)	.	3	-12%	.	.	4%	.	-2%
CCOc1ccc(OCC)c2sc(C)nc12	?	-3	9%	1%	3%	?	-15%	23%
CC1CCCCN1c1ncnc2ccccc12 (stereo not given)	-12	3	-6%	-9%	-3%	-8%	7%	?

The results go on:
Values run as follows: D3 antag | D3 ag | Abeta yeast res | aSyn yeast inh | EPAC2 antag | TDP43 rescue | EPAC2 agonist | FUS suppressor
COc1ccccc1N1CCN(C(=O)C2CCCN(S(=O)(=O)c3ccc(C)cc3)C2)CC1 (stereo not given)
 : 1 | -1 | -1% | -3% | -16% | 7% | 8% | ?
CC1CC(=O)Nc2ccccc2N1S(=O)(=O)c1cccs1 (stereo not given)
 : 7 | -6 | -15% | -2% | 10% | -22% | 1% | 16%
COc1ccc(CN2C(=O)C(C)S/C2=N/N=C/c2ccco2)cc1 (stereo not given)
 : -25 | 3 | -4% | -2% | 6% | 0% | 22% | 36%
O=S(=O)(Cc1ccccc1)N1CCN(C2Cc3ccccc3C2)CC1
 : 24 | 1 | 18% | 1% | 6% | 6% | 4% | -8%
CC(=O)NCCn1c(SCC(=O)NCCC2=CCCCC2)nc2ccccc2c1=O
 : -9 | -3 | 7% | . | 9% | -6% | 0% | -6%
CCOC(=O)c1cc2c(=O)n3ccccc3nc2n(Cc2ccco2)c1=NC(=O)c1cccc(F)c1
 : . | -5 | -13% | . | . | 11% | . | ?
CN1CCN(c2ccc(-c3ccnn3C(=O)Nc3ccccc3)cc2)CC1
 : 0 | -10 | -5% | -12% | 6% | -1% | 5% | .

Single records, as listed above:
`COc1cc(C(=O)NCc2ccccc2Cl)ccc1OCC(=O)N1CCOCC1` reads D3 antag = 18; D3 ag = -1; Abeta yeast res = 17%; aSyn yeast inh = -3%; EPAC2 antag = 5%; TDP43 rescue = 10%; EPAC2 agonist = 6%; FUS suppressor = -4%
`O=C(O)c1ccccc1C(=O)c1ccc(Oc2ccccc2)cc1` reads D3 antag = 18; D3 ag = 7; Abeta yeast res = 22%; aSyn yeast inh = 9%; EPAC2 antag = 6%; TDP43 rescue = 16%; EPAC2 agonist = -2%; FUS suppressor = 12%
`N#Cc1c(N2CCCCC2)nc(N)c2c(N)nc3c(c12)CC(c1ccccc1)O3` (stereo not given) reads D3 antag = 0; D3 ag = 1; Abeta yeast res = 9%; aSyn yeast inh = 4%; EPAC2 antag = 0%; TDP43 rescue = -5%; EPAC2 agonist = 3%; FUS suppressor = 40%

Bioassay records (PubChem)
